TEAD-YAP inh: TEAD-YAP interaction inhibition. inhibition, % at 9.12 µM. hit rate 1.4% among 640,000. HEK-TIYL cells, TEAD-Gal4/YAP UAS-luciferase luminescence; in the data active = inhibition above about 32%;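 also: 0% = median of test compound wells and 100% = reference inhibitor wells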
GPR151 activ: activates the human receptor GPR151; PathHunter beta-arrestin GPR151 cells, luminescence; Q8TDV0; hit rate 1% among 650,000; AID 1508602; activation, % at 11.2 µM; in the data active = activation above about 4.9%;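 also: 0% = median of compound wells and 100% = cells with positive control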
Target sequence (Q8TDV0 whole entry, looked up): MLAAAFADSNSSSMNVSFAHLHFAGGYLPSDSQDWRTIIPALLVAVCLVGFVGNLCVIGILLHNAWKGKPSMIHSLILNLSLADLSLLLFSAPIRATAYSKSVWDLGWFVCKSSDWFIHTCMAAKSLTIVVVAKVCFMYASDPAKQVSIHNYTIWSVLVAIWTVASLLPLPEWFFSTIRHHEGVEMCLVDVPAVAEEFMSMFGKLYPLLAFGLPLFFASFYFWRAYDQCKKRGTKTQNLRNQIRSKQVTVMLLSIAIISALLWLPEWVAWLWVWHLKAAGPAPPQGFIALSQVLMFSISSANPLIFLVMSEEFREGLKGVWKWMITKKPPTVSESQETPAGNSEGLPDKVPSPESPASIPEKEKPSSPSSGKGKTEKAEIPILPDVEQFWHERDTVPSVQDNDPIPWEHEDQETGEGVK
MITF inh: blocks human microphthalmia-associated transcription factor | AlphaScreen MITF homodimerization, bead proximity signal | hit rate 0.91% among 650,000 | O75030 | inhibition, % at 2.6 µM; in the data active = inhibition above about 50%;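 also: 0% = vehicle wells with protein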
Target sequence (O75030 whole entry, looked up): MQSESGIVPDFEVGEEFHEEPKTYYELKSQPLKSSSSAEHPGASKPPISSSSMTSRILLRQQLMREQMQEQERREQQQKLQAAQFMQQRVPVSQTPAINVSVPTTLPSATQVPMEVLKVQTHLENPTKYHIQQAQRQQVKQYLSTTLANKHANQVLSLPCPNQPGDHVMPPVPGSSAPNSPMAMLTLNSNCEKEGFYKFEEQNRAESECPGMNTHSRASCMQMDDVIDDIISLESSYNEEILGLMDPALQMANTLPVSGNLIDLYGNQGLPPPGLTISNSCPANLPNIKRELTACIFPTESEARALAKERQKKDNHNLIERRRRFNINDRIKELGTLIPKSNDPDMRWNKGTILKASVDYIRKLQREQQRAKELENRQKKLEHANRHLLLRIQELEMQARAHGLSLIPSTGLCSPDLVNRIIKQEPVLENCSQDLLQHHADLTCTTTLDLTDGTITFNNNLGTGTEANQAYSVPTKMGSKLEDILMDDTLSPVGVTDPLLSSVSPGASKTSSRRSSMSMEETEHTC
FBW7 act: human FBW7 E3 ligase activation, primary screen | normalized activity (activation), % at 26.1 µM | hit rate 0.13% among 650,000 | AlphaScreen FBW7–phospho-cyclin E peptide binding, activator screen | Q969H0; in the data active = normalized activity above about 1.9%;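 also: purified mutant Fbw7 with reduced substrate affinity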
* marks the source's active call; other numbers are inactive results; / = no result given.

Sequence of screens – TEAD-YAP inh, GPR151 activ, MITF inh, FBW7 act
> COc1cc(Nc2nc(N3CCOCC3)ncc2C)cc(OC)c1OC
 : 10, -0.5, 12, 0.1
> CC(C)C(=O)Nc1nc2c(ncn2C2CC(O)C(CO)O2)c(=O)[nH]1 (stereo not given)
 : 5, -0.9, 2, 0.1
> COC(=O)C1=C(C)N=c2s/c(=C/c3ccc([N+](=O)[O-])cc3)c(=O)n2C1c1ccccc1 (stereo not given)
 : -6, 0.5, 1, -0.2
> O=C(Cc1c[nH]c2ccccc12)N/N=C/c1ccccc1O
 : 10, 1.2, -10, -0.1
> Cc1cc(C)cc(OCCNCCO)c1
 : -6, 1.1, 18, -0.4
> Cc1ccnc(-n2c(C)cc(/C=C3\C(=O)NC(=O)N(c4ccc(F)cc4)C3=O)c2C)c1
 : -1, 1.1, -8, -0.1
> CCOc1ccccc1/C=C1\N=C(c2ccc(OC)cc2Cl)OC1=O
 : -6, -0.7, -24, 0.0
> CC(C)c1ccc(/C=C2\C(=O)N(CCN3CCOCC3)C(=S)N2C)cc1
 : -7, 0.9, 6, -0.2
> COC(=O)[C@H]1CCc2ccccc2N1C(=O)c1ccc(F)cc1F
 : 3, -0.1, 7, 0.1
> COc1ccc(NC(=O)CSc2nnc(-c3ccc(Br)cc3)n2N)cc1
 : 4, -1.4, 19, 0.4
> CC[C@H](C)[C@@H]1NC(=O)[C@H]2CN(Cc3ccc4ncccc4c3)CCN2C1=O
 : -6, 0.2, -3, 0.0
> O=C(NNC(=O)c1cccnc1)Nc1cccc(Cl)c1Cl
 : 7, -1.8, 17, 0.5
> FC(F)(F)c1ccc(Cn2cnc3c(NCc4cccc(C(F)(F)F)c4)nc(-c4cccs4)nc32)cc1
 : 5, -0.9, -1, -0.1
> O=C(NNc1ccc(Cl)nn1)Nc1ccccc1
 : 3, -2.2, 19, 0.2
> COc1cccc(C2C(C(N)=O)=C(C)Nc3nc(-c4cccc(C)c4)nn32)c1 (stereo not given)
 : -3, -0.7, 5, 0.0

Quoted at random: two records from the list
Sequence of screens – TEAD-YAP inh, GPR151 activ, MITF inh, FBW7 act
> FC(F)(F)c1ccc(Cn2cnc3c(NCc4cccc(C(F)(F)F)c4)nc(-c4cccs4)nc32)cc1
 : 5, -0.9, -1, -0.1
> COC(=O)[C@H]1CCc2ccccc2N1C(=O)c1ccc(F)cc1F
 : 3, -0.1, 7, 0.1

Further compounds follow.
Sequence of screens – TEAD-YAP inh, GPR151 activ, MITF inh, FBW7 act
> COC(=O)C1=C(C)NC(=S)NC1c1ccc(OCC(C)C)c(OC)c1 (stereo not given)
 : -8, -0.2, 10, -0.1
> O=C(c1ccc(F)cc1)N1CCN(CCCc2ccccc2)CC1
 : 7, -0.6, 41, 0.0
> CN(C)S(=O)(=O)c1ccc(S(=O)(=O)N(CC(=O)Nc2ccccc2)C2CC2)cc1
 : -10, 0.0, 1, 0.0
> CCC(C)c1ccccc1OCC(=O)Nc1cccc(C#N)c1 (stereo not given)
 : -4, 0.8, -17, -0.1
> O=C(NCCc1cnc[nH]1)c1ccc(Cn2c(=S)[nH]c3ccc(Br)cc3c2=O)cc1
 : 3, -1.4, -24, 0.3
> COc1ccccc1NC(=O)/C(C#N)=C/c1ccc(C2CC2C)o1 (stereo not given)
 : -28, 0.9, -1, -0.1
> Cc1ccc(SCc2nnc(NC(=O)c3cccs3)s2)cc1
 : 0, -0.5, 4, -0.1
> Cc1nc(CCNC(=O)c2ccc(F)c(F)c2)cs1
 : 1, 0.4, 16, 0.2
> N#Cc1ccccc1S(=O)(=O)N1CCN(c2cnccn2)CC1
 : 5, 0.3, -2, 0.0
> COc1ccc(CCNc2nc(Nc3cc(OC)c(OC)c(OC)c3)nc3nc[nH]c23)cc1
 : 61*, 2.5, 12, -0.1
> O=C1c2ccccc2C(=O)c2c(NC(=O)C3CC3)cccc21
 : -3, 0.1, 7, -0.3
> CCOC(=O)c1c(NC(=O)/C=C/c2ccc(OC)cc2)sc2c1CCC2
 : 5, 0.1, 10, 0.0
> COc1ccccc1/C=C/C=C1/N=C(c2cccc(Cl)c2Cl)OC1=O
 : 7, -1.0, 0, -0.1
> O=C(O)c1cc(Nc2ccccc2)c([N+](=O)[O-])cc1C(=O)O
 : -9, -0.4, -8, -0.1
> COc1cccc2c1OC1(CCN(C(=O)Cc3ccccc3)CC1)OC2
 : 7, 0.8, 18, 0.1
> CCOc1ccc(NC(=O)CCC(=O)N/N=C/c2cc(Cl)ccc2O)cc1
 : -8, 0.0, -24, 0.0
> CN1CCc2c(C#N)c(N3CCOCC3)nc(N3CCOCC3)c2C1
 : -6, -0.3, -5, -0.1
> CC(C)N(CCc1ccncc1)C(=S)NCc1ccccc1
 : -16, -1.2, 13, 0.3
> CC(C)C[C@@H]1NC(=O)[C@@H]2C[C@H](NCc3nc(-c4ccccc4)cs3)CN2C1=O
 : -17, -0.1, -1, 0.0
> O=C(Nc1cccc(-n2cnnn2)c1)C1CCCN(Cc2ccncc2)C1 (stereo not given)
 : -1, -2.3, -3, -0.1
> CCOC(=O)c1c(NC(=O)CCCN2CCC(C)CC2)sc2c1CCCC2
 : 7, -1.5, 23, 0.1
> COc1ccccc1CC(=O)Nc1ccc([N+](=O)[O-])cc1OC
 : -1, -0.5, 8, 0.0
> CC(C)=CC/C=C1\CCC(C(=O)O)C(C(=O)O)C1 (stereo not given)
 : 8, -0.3, 7, 0.0
> CCCCOC(=O)c1ccc(NC(=O)COc2ccc(Cl)cc2Cl)cc1
 : 8, -0.2, 11, 0.1
> COc1ccc2c(c1)C(=O)C(OC(=O)NCCc1ccc(OC)c(OC)c1)[C@H](c1ccc(OC)c(Br)c1)O2 (stereo not given in full)
 : /, -0.5, 12, -0.1
> Cc1ccc(NC(=O)c2ccccc2)c(NC(=O)c2c(-c3ccccc3Cl)noc2C)c1
 : 17, 0.5, 4, 0.0
> Cc1cc(C)c(NC(=O)CSc2nnc3ncccn23)c(C)c1
 : -2, -0.3, -7, -0.1
> COc1cccc(CNC(=O)C2CCCN(c3ncnc4c3nc3n4CCCCC3)C2)c1 (stereo not given)
 : 5, 0.6, 5, -0.1
> O=C(O)C1C2CCC(C2)C1C(=O)Nc1ccc(F)c(Cl)c1 (stereo not given)
 : -3, -1.2, -1, -0.1
> Cc1ccc(Cn2c(C)c3cnn(CC(=O)O)c(=O)c3c2C)cc1
 : 5, 0.2, -293, -0.1

Next records.
smiles | TEAD-YAP inh | GPR151 activ | MITF inh | FBW7 act
CCCC(=O)Nc1sc2c(c1C(=O)Nc1ccc(OC)cc1)CCCC2 | 0 | 0.1 | 11 | -0.2
CCOCCSC1=C(C#N)C(c2cccs2)C(C(C)=O)=C(C)N1 (stereo not given) | -2 | 2.1 | 6 | 0.3
CCCCCn1c(SCC(=O)N(C)Cc2ccccc2)nc2cc(C(=O)NCc3ccco3)ccc2c1=O | 22 | 0.1 | -5 | 0.1
C/C(=N\NC(=O)Cc1ccc([N+](=O)[O-])cc1)c1nnn(-c2nonc2N)c1C | 3 | -0.5 | 0 | 0.4
C#CCn1c(=NC(=O)c2ccco2)sc2cc(S(C)(=O)=O)ccc21 | 6 | 1.0 | 0 | 0.0
O=C1c2cccc3cccc(c23)C(=O)N1c1ccccc1 | 1 | 0.4 | 5 | -0.1
COc1ccc(S(=O)(=O)N(C)c2ccccc2)cc1 | 18 | -1.9 | 0 | 0.2
COc1ccc(-n2nc3c(c2NC(=O)c2ccccc2C(F)(F)F)CS(=O)(=O)C3)cc1 | 2 | 0.4 | -10 | -0.1
C[C@@H]1CN(C(=O)C2CC23CCN(Cc2cn[nH]c2-c2ccc(Cl)cc2)CC3)C[C@H](C)O1 (stereo not given in full) | -4 | -0.4 | 5 | 0.0
CCC(=O)n1nc(-c2ccc(C)cc2)nc1N | -13 | -1.3 | 8 | 0.0
COc1ccc(-c2cn(S(=O)(=O)c3ccccc3OC)nc2N)cc1OC | -4 | -0.2 | 7 | 0.3
CC(=O)N(C)c1ccc(NC(=O)/C(C)=C\c2ccccc2)cc1 | -64 | 1.4 | -10 | -0.1
CCc1ccc[n+](-c2[nH]c(=O)sc2/C=N/NC(=O)c2ccncc2)c1 | -3 | 0.2 | 5 | -0.2
Cc1cccc(OCc2nc3ccc(-c4cn[nH]c4)cc3c(=O)[nH]2)c1 | 27 | -1.4 | -14 | -0.2
CC1=C(C(=O)Nc2ccc(Br)cc2)C(c2ccc(Cl)cc2Cl)NC(=S)N1 (stereo not given) | 20 | 0.4 | 10 | 0.5
CCOc1ccc(-n2c(O)c(C=Nc3c(C)nn(C)c3C)c3ccccc3c2=O)cc1 | 10 | 0.0 | 3 | 0.0
NC(=O)COC(=O)c1ccc(Sc2ccccc2)c([N+](=O)[O-])c1 | -4 | -0.3 | 0 | -0.2
Cc1ccc(C)c(C(=O)N2CCc3nnc(CNC(=O)C4CCOC4)n3CC2)c1 (stereo not given) | -3 | -1.0 | 3 | 0.0
COc1ccc(NC(=O)CSc2nc(-c3cccc(C)c3)ns2)c(OC)c1 | 2 | -4.8 | 11 | -0.3
COc1ccc(C2CC(=O)n3nc(-c4ccc(F)cc4)nc3S2)cc1 (stereo not given) | -2 | 0.4 | 11 | 0.1
Cc1cc(-c2cnc(N3CCOCC3)nc2C2CCN(C(=O)C3CCCC3)CC2)on1 | -9 | 1.9 | 23 | -0.2
Cc1ccccc1Cn1cc(SCC(=O)Nc2ccc(Br)cc2)c2ccccc21 | -3 | -2.3 | -12 | 0.0
COC(=O)c1[nH]nc2c1C(=O)N(Cc1ccccc1)C2=O | 0 | 0.5 | -2 | 0.1
c1csc(CNc2nc(CN3CCCCC3c3nccs3)nc3ccccc23)c1 (stereo not given) | 1 | 0.3 | -8 | -0.1
CCN(CC)c1ccc2cc(C(N)=O)c(=Nc3ccc(C(=O)c4ccccc4)cc3)oc2c1 | -2 | -0.3 | -11 | -0.1
Cc1n[nH]c(C)c1Sc1ccccc1[N+](=O)[O-] | -10 | 0.8 | 12 | 0.0
O=C(NCc1ccccc1Cl)c1cnn2c3c(cnc12)CCCCC3 | -13 | -0.6 | -6 | 0.0
COc1ccc(CCNc2cc(C)nc(Nc3nccc4ccccc34)n2)cc1 | 19 | 1.0 | -13 | 0.3
O=CC1=C(N2CCOCC2)/C(=C/c2cccc([N+](=O)[O-])c2)CC1 | 14 | -0.2 | 8 | 0.0
Cc1ccc(N2C(=O)CSC2c2cccs2)cc1 (stereo not given) | -6 | -1.6 | 13 | 0.0
Cc1c(C(=O)N2CCC[C@H]2CO)sc2ncnc(NCc3ccccc3F)c12 | 2 | 0.9 | -1 | 0.1
COc1cc(OC)c(NC(=O)c2sc3ncn(CC(=O)N4CCOCC4)c(=O)c3c2C)cc1Cl | -1 | -0.6 | -1 | 0.0
O=C(c1cc(NC(=O)C23CC4CC(CC(C4)C2)C3)cc(NC(=O)C23CC4CC(CC(C4)C2)C3)c1)N1CCOCC1 | 1 | 0.6 | -15 | 0.2
O=C(NC1CCCCC1)N1CCc2[nH]nc(-c3ccccc3)c2C1 | 15 | 1.7 | -14 | 0.0
CC(Oc1cccc2ccccc12)C(=O)NN (stereo not given) | 1 | 0.9 | 1 | 0.0
O=C1c2ccccc2C(=O)N1/N=C/c1cc(Cl)cc([N+](=O)[O-])c1O | 0 | 0.2 | 6 | 0.1
COc1ccc(-c2nnc(NC(=O)c3ccc(S(=O)(=O)N4CCCCCC4)cc3)o2)cc1 | -5 | 1.1 | -3 | -0.1
O=C(CNC1CCCCC1)NCC1(c2ccccc2)CCCC1 | 6 | 0.7 | 7 | 0.1
CCOC(=O)Cn1nc(C)n2c(cc3cc(C)ccc32)c1=O | -6 | 0.1 | -2 | 0.0
O=C(CN(c1cccc(C(F)(F)F)c1)S(=O)(=O)c1ccccc1)NCCc1ccccc1 | 1 | 1.2 | -4 | 0.1

Results in GPR151 activ, for 6 of the compounds above:
Compound | GPR151 activ
Cc1n[nH]c(C)c1Sc1ccccc1[N+](=O)[O-] | 0.8
O=C(NCc1ccccc1Cl)c1cnn2c3c(cnc12)CCCCC3 | -0.6
COc1ccc(CCNc2cc(C)nc(Nc3nccc4ccccc34)n2)cc1 | 1.0
O=CC1=C(N2CCOCC2)/C(=C/c2cccc([N+](=O)[O-])c2)CC1 | -0.2
Cc1ccc(N2C(=O)CSC2c2cccs2)cc1 (stereo not given) | -1.6
Cc1c(C(=O)N2CCC[C@H]2CO)sc2ncnc(NCc3ccccc3F)c12 | 0.9

Going on with the list.
smiles | TEAD-YAP inh | GPR151 activ | MITF inh | FBW7 act
CC1CN(C(=O)COc2ccccc2)C(C)CN1C(=O)COc1ccccc1 (stereo not given) | 2 | 0.6 | -5 | 0.1
CC(C)N1C(=O)/C(=C\c2ccco2)SC1=S | 6 | 0.5 | 8 | 0.2
O=C(c1cc2c(=O)oc3ccccc3c2s1)N1CCN(c2ccccn2)CC1 | 5 | -0.6 | -1 | 0.0
CN1C(=O)C(=Cc2cccc(Br)c2)C(=O)N(C)C1=O | 5 | -0.7 | 2 | -0.9
Cc1ccc(-n2c(=S)sc3c(=O)n(-c4ccc(F)cc4)c(SCC(=O)Nc4cc(C)on4)nc32)c(C)c1 | -5 | -2.2 | 22 | -0.1
CCc1ccc(NC(=S)NC(=O)c2cccs2)cc1 | -56 | -1.5 | -4 | 0.0
CCn1cc(CN2CCCC(CNS(=O)(=O)c3ccc(OC)cc3)C2)cn1 (stereo not given) | 16 | 0.3 | -1 | 0.0
COC(=O)c1c(C)cc(OC)cc1O | 7 | -1.6 | 12 | 0.1
COc1cc(OC)cc(-n2c(=O)c3sccc3n(CC(=O)Nc3ccccc3)c2=O)c1 | 12 | 1.9 | -2 | -0.2
COc1cccc(CN2CCNC(=O)C2CC(=O)NCCc2nc(C)c(C)s2)c1OC (stereo not given) | -5 | 0.1 | -2 | -0.1
CCCCOc1ccc(C(=O)Nc2nc(-c3ccccc3)c(C(=O)c3ccccc3)s2)cc1 | -10 | 0.9 | 2 | 0.0
Cc1ccc(C(=O)Nc2nc(-c3ccc4c(c3)Cc3ccccc3-4)cs2)cc1 | 11 | 0.3 | -5 | 0.0
